Screens as filed in PubChem BioAssay.
NPY-Y2 PAM-ag: potentiates or activates human NPY-Y2 receptor; P49146; cells expressing NPY-Y2, potentiator/agonist read-out; activation, % at 3.6 µM; hit rate 0.45% among 220,000; AID 1359; in the data active = activation above about 27%;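 note: cells stimulated with NPY near EC25 plus isoproterenol at EC100; 0% = vehicle plus submaximal agonist and 100% = vehicle plus saturating agonist; some results beyond the cut were filed as inactive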
p97 inhibitor: human p97 ATPase inhibition | inhibition, % at 8 µM | P55072 | hit rate 0.42% among 220,000 | recombinant p97 ATPase, Kinase-Glo ATP luminescence, 3 h; in the data active = inhibition above about 15%;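 note: 0% = DMSO vehicle and 100% = wells lacking enzyme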
S1P4 antag: antagonists of human S1P4 receptor | S1P4-expressing cells, antagonist mode, reporter read-out | inhibition, % at 4.98 µM | hit rate 0.26% among 220,000 | AID 1510; in the data active = inhibition above about 29%;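 note: 0% = wells stimulated with agonist and 100% = vehicle wells without agonist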
Target sequence (O95977 whole entry, looked up): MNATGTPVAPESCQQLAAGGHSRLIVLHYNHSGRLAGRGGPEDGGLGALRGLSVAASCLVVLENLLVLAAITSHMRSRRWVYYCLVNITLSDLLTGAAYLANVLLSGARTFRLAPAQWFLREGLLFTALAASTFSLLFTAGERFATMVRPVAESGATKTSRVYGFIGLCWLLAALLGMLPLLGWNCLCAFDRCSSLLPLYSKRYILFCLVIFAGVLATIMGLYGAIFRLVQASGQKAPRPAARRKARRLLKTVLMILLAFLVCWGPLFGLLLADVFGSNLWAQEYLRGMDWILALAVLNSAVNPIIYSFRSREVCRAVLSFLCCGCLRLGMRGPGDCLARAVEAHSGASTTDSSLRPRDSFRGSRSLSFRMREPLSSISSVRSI
NPY-Y1 antag: blocks the human neuropeptide Y Y1 receptor; inhibition, % at 3.6 µM; hit rate 1% among 200,000; AID 1040; HEK293-CNG Y1 cells, membrane potential fluorescence; NPY at EC95, then isoproterenol;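 active = inhibition above the campaign mean inhibition of all tested compounds plus 3 SD, cut at about 20% in these data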;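 note: 0% = DMSO wells given NPY plus isoproterenol and 100% = isoproterenol alone without NPY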
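Material: HEK293 Y1/CNG channel cell line | Also added: NPY (25 nM), isoproterenol (1 µM), Ro 20-1724 (25 µM) | Compound: One concentration, 3.6 µM, in 0.4% DMSO | Schedule: 3 h dye uptake, 1 h room-temperature compound, 45 min post-isoproterenol | Signal: Membrane-potential fluorescent dye readout | Read-out: % inhibition of NPY effect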
eIF4E-4G inh: blocks eIF4E binding to eIF4G; AID 782; hit rate 0.37% among 220,000; P63073+Q04637; inhibition, % at 21.7 µM; TR-FRET eIF4E-eIF4GI(517-606) binding, 2 h;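 active = inhibition above about 30%, limit read from the data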;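 note: 0% = full FRET control wells and 100% = background wells lacking eIF4GI fragment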
EP2 modulator: modulators of human EP2 prostaglandin E2 receptor; hit rate 0.83% among 260,000; EP2-expressing cells, cAMP HTRF FRET, PGE2 co-stimulation; induction, % at 25 µM; P43116;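 active = compounds whose cAMP rise, as percent of the full-agonist control response, exceeds 60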;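 note: rat C6 glioma line stably carrying human EP2 under a CMV promoter; the protocol text gives 20 µM as final concentration; 100% = response of wells given 1 µM PGE2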
Target sequence (P43116 whole entry, looked up): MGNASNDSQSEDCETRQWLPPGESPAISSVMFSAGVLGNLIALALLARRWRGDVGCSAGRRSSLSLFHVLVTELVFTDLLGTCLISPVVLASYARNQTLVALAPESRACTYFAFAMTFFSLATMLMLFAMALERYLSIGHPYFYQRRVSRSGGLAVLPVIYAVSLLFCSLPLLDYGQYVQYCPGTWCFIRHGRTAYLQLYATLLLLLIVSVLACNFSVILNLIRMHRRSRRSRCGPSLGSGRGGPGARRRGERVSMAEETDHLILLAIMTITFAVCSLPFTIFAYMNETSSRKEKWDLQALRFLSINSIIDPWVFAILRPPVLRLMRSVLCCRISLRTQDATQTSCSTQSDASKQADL
S1P4 agonist: agonists of human S1P4 receptor; activation, % at 4.98 µM; O95977; hit rate 0.35% among 220,000; S1P4-expressing cell line, agonist reporter assay; in the data active = activation above about 11%;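 note: 0% = DMSO vehicle and 100% = reference agonist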
PGE2 EP2 inh: EP2 receptor (human) inhibition | P43116 | C6 glioma cells expressing human EP2, cAMP TR-FRET; cells stimulated with saturating PGE2 | inhibition, % at 25 µM | hit rate 0.52% among 260,000 | AID 1422;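 active = percent inhibition above 40 after rounding to a whole number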;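 note: rat C6 glioma host cells with rolipram phosphodiesterase inhibitor present; the protocol text gives 20 µM as final concentration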
NPY1 pot ag: potentiates or activates human NPY-Y1 receptor | AID 1304 | activation, % at 3.6 µM | hit rate 0.37% among 220,000 | P25929 | NPY-Y1 expressing cells, potentiator/agonist activation; in the data active = activation above about 33%, passing the limit was not always enough;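 note: cells stimulated with NPY at EC10 then isoproterenol at EC100; 0% = low agonist plus stimulus and 100% = saturating agonist plus stimulus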
An asterisk follows results filed as active; nt = not tested or not shown; & = joins results of further samples; [ ] = remark or other dose.

No. | Structure | S1P4 antag | EP2 modulator | NPY1 pot ag | PGE2 EP2 inh | NPY-Y2 PAM-ag
1 | N#Cc1c(-c2ccccc2)cc(C2CC2)nc1N | -10 | 46 | -11 | 9 | -2
2 | COc1cccc(CNC(=O)C2CCC(CNc3nc(=S)[nH]c4ccccc34)CC2)c1 (stereo unspecified) | -14 | -33 | 5 | 7 | 7
3 | c1cc(CNCCCN2CCOCC2)ccn1 | 2 | 34 | 0 | 10 | -9
4 | CC(=O)CCc1c(C)[nH]c2ccccc2c1=O | -3 | 15 | -1 | 10 | 11
5 | COc1ccc(Cc2nc(C(=O)Nc3ccc(Cl)cc3)cs2)cc1 | -1 | -48 | -32 | 12 | -29
6 | CCc1nnc(NC(=O)c2ccc(COc3ccccc3)o2)s1 | -20 | 3&-31 | -12 | 3&12 | 8
7 | CC(C)N1CCCC(CNC(=O)CCc2nnc(CCCCc3ccccc3)o2)C1 (stereo unspecified) | -2 | 22 | 2 | 8 | -9
8 | O=C(C1CCCO1)N1CCN(S(=O)(=O)c2ccccc2)CC1 (stereo unspecified) | -17 | -1 | 21 | 10 | 2
9 | C=CCN(CC=C)C(=O)COC(=O)c1n[nH]c2ccccc12 | -2 | -22 | -3 | 3 | 3
10 | O=C(Nc1cccn(Cc2ccc(F)cc2)c1=O)NC1CCCCC1 | -5 | 19 | 13 | 3 | 0

No. | S1P4 agonist | p97 inhibitor | NPY-Y1 antag | eIF4E-4G inh
1 | -0.2 | 3 | 5 | -1
2 | 0.4 | 6 | 3 | 0
3 | -0.1 | 0 | -3 | -4
4 | 1.1 | 5 | 5 | -1
5 | -1.3 | -5 | 24* | 2
6 | 2.9 | 6 | 4 | 2[fluorescence artefact?]
7 | 1.2 | 3 | -2 | 0
8 | 1.2 | 6 | -6 | -4
9 | -0.1 | 2 | 0 | 1
10 | 0.1 | 0 | -3 | 0

Carrying on.
No. | Structure | S1P4 antag | EP2 modulator | NPY1 pot ag | PGE2 EP2 inh | NPY-Y2 PAM-ag
11 | O=C(O)c1cccc(Cn2c(Cl)c(/C=N/NC(=O)c3cc4ccccc4cc3O)sc2=O)c1 | -6 | 3 | -6 | 10 | -40
12 | Cc1cccc(N2CCN(C(=O)NCc3ccc(Cl)cc3)CC2)c1 | -10 | -62 | -37 | 6 | -5
13 | O=C(CCCN1C(=O)CCC1=O)Nc1ccc(Br)cc1F | 1 | -1 | -3 | 6 | -5
14 | CC1=CC(C)(C)N(C(=O)CSc2nnc(N)s2)c2c(C)cc(C)cc21 | 0 | 45 | 70* | 2 | 24
15 | O=[N+]([O-])c1ccc(/C=N/Nc2nc(-c3ccccc3)c3cc(Br)ccc3n2)o1 | -33 | 2 | 7 | nt | -5
16 | FC(F)(F)c1nnc2n1N=C(c1cccs1)CS2 | -5 | 0 | -7 | 1 | 12
17 | CCO[C@H]1OC(C(=O)NCc2nc3ccccc3[nH]2)=C[C@@H](c2csc3ccccc23)[C@@H]1CCCO | -5 | -27 | -23 | 10 | -2
18 | Cc1nnc(SCC(=O)Nc2sc3c(c2C#N)CCCCC3)n1N | -12 | 0 | -14 | 3 | -1
19 | O=C(O)CSC1=NC(=Nc2ccc(Cl)cc2)C2(CCCCC2)N1c1cccc(C(=O)O)c1 | 1 | 27 | 1 | 9 | 6
20 | Cc1cc(=O)n(C)c(=O)n1CCCCCCOc1ccc([N+](=O)[O-])cc1 | -14 | -32 | -3 | 10 | 4

No. | S1P4 agonist | p97 inhibitor | NPY-Y1 antag | eIF4E-4G inh
11 | 0.3 | 8 | nt | 6
12 | 2.8 | 1 | 2 | 0
13 | 0.1 | 1 | 4 | 10
14 | -0.9 | -3 | 7 | 5
15 | 1.4 | 5 | 7 | -17
16 | -0.1 | 1 | 3 | 0
17 | 0.2 | -2 | -1 | 2
18 | 1.5 | -3 | -8 | 13
19 | 0.5 | 7 | -2 | 0[fluorescence artefact?]
20 | 1.7 | 6 | 1 | 6

(more compounds)
No. | Structure | S1P4 antag | EP2 modulator | NPY1 pot ag | PGE2 EP2 inh | NPY-Y2 PAM-ag
21 | Cc1ccc(-n2cc(CNCCN3CCOC3=O)c(-c3cccc(C)c3)n2)cc1 | 7 | -36 | -26 | 13 | -23
22 | CCCCCn1c(=NC(=O)c2ccco2)c(C(=O)OCC)cc2c(=O)n3ccccc3nc21 | 4 | 18 | -10 | nt | 12
23 | CCCC(O)(CCC)C(=O)NN1CCCCC1 | -23 | 19 | 18 | 4 | 3
24 | O=C(NNC(=O)c1ccc(Cl)cc1Cl)c1csc(-c2cccnc2)n1 | -9 | -14 | 13 | 7 | -1
25 | COCCCn1c(-c2cccs2)nc2nc3ccccc3nc21 | 4 | -41 | 6 | 4 | 1
26 | CC(C)OC(=O)CSc1nnc(-c2cnccn2)n1C | -30 | 10 | 5 | 10 | -3
27 | O=C(N/N=C/c1ccncc1)c1cccc(N/N=C/c2ccncc2)c1 | 8 | -40 | -12 | 18 | 6
28 | COc1ccc(NC(=O)Nc2nnc(-c3ccccc3F)s2)cc1 | 1 | -30 | -35 | 13 | -8
29 | O=C(NCc1ccc(N2CCCC2=O)cc1)Nc1cccc(Cl)c1 | -24 | -24 | 12 | 2 | 7
30 | CC(C)S(=O)(=O)c1csc(NC(=O)Nc2ccc(Cl)cc2)c1Cl | -1 | -25 | 10 | 11 | 2

No. | S1P4 agonist | p97 inhibitor | NPY-Y1 antag | eIF4E-4G inh
21 | -0.1 | 1 | 10 | 3
22 | 1.9 | -7 | 3 | 2
23 | -0.2 | 7 | 4 | 1
24 | 0.7 | 5 | nt | -8
25 | 3.5 | 4 | nt | -5
26 | -2.4 | 0 | -2 | 1
27 | -1.0 | -5 | 0 | -7
28 | -1.5 | 1 | 3 | -3
29 | 1.8 | 7 | 4 | 0
30 | 1.0 | 0 | nt | 9

Next section:
No. | Structure | S1P4 antag | EP2 modulator | NPY1 pot ag | PGE2 EP2 inh | NPY-Y2 PAM-ag
31 | COCCCNc1nc2c(c(=O)[nH]c(=O)n2C)n1CC(O)COc1cccc(C)c1 (stereo unspecified) | -6 | 21 | -1 | 15 | 0
32 | COc1cc2c(=O)n(Cc3ccccc3)c(=O)n(CC(=O)NCCc3ccccc3)c2cc1OC | -9 | 0 | -19 | 6 | -1
33 | CN(C)c1ccc(/C=N/NC(=O)c2ccc(Cl)cc2)cc1 | 4 | -16 | 26 | 15 | 4
34 | C=CCN1CC(c2nc3ccccc3n2Cc2ccccc2)CC1=O (stereo unspecified) | 4 | 23 | -5 | 2 | 6
35 | C/C=C/c1ccc(OCCOc2ccc(C=O)cc2)c(OC)c1 | -11 | -41 | -20 | 7 | -3
36 | CCOC(=O)c1ccc(NS(=O)(=O)c2c(C)n(C)c(=O)n(C)c2=O)cc1 | -7 | 16 | -9 | 7 | -1
37 | COCc1c(C#N)c(NCCc2ccc(F)cc2)nc(C)c1[N+](=O)[O-] | -16 | 35 | -13 | 7 | 7
38 | CCN(CC)S(=O)(=O)c1ccc(/C=C/C(=O)N(c2ccccn2)C2CCCCC2)cc1 | -8 | 14 | -4 | 11 | -2
39 | Cc1ccccc1NC(=S)N1CCN(Cc2ccc3c(c2)OCO3)CC1 | -20 | -1 | -2 | 8 | 0
40 | Cn1c(=O)c(-c2cc(=O)[nH][nH]2)c(O)c2ccccc21 | 11 | 17 | -5 | 4 | 5

No. | S1P4 agonist | p97 inhibitor | NPY-Y1 antag | eIF4E-4G inh
31 | 1.5 | -3 | 4 | 14
32 | -2.0 | 0 | -1 | -3
33 | -1.2 | 5 | -4 | 1
34 | -1.9 | -1 | 6 | 0
35 | 1.9 | -5 | -3 | 0
36 | 0.3 | -1 | 4 | -1
37 | 0.8 | -5 | -2 | 5[fluorescence artefact?]
38 | -1.4 | 1 | 4 | -1
39 | 0.3 | 2 | 7 | 1
40 | -2.5 | 3 | -4 | 2

Next structures.
No. | Structure | S1P4 antag | EP2 modulator | NPY1 pot ag | PGE2 EP2 inh | NPY-Y2 PAM-ag
41 | CCOC(=O)c1c(C)c[nH]c1C | -23 | 4 | 13 | 6 | 7
42 | Cc1ccc2c(c1)nnn2C1CCN(S(=O)(=O)c2ccc(C(=O)N(C)C3CCCCC3)cc2)CC1 | -23 | -15 | 3 | 3 | 3
43 | CC(=O)c1cccc(NC(=O)c2ccc(-c3ccccc3[N+](=O)[O-])o2)c1 | -21 | -69 | -14 | 47* | 12
44 | O=C(Nc1nnc(-c2ccccc2)s1)c1cc(S(=O)(=O)N2CCOCC2)c(Cl)cc1Cl | 2 | -16 | -5 | 13 | 9
45 | NS(=O)(=O)c1ccc(NC(=O)C2C3C=CC(C3)C2C(=O)O)cc1 (stereo unspecified) | 4 | 37 | 13 | 3 | 0
46 | CCOC(=O)C1C(=O)NC(c2ccccc2)=NC1c1ccc(Cl)cc1 (stereo unspecified) | -10 | 1 | 10 | 1 | 0
47 | CC(=O)C1=C(O)CC(c2ccccc2)CC1=NCCc1c(C)[nH]c2ccc(C)cc12 (stereo unspecified) | 2 | -51 | -8 | 14 | -12
48 | O=C(NCc1ccccc1)c1ccc2c(c1)C(=O)N(CC1CCCO1)C2=O (stereo unspecified) | -16 | -5 | -5 | 7 | 4
49 | C=CCn1cc(/C=N\NC(=O)c2cc3c(ccc4ccccc43)o2)c2ccccc21 | -9 | 15 | 0 | 12 | -13
50 | Cc1ccnc(NC(=O)c2ccccc2[N+](=O)[O-])c1 | 16 | 3 | -16 | 10 | -6
51 | Cc1ccc(S(=O)(=O)N(Cc2nccn2C)C(C)C)cc1 | 7 | 19 | 4 | 1 | 8
52 | CSc1ccc(N/N=C(/C#N)S(=O)(=O)C(C)(C)C)cc1 | -16 | -22 | 4 | 7 | -6
53 | Cn1c(=O)c2c(nc(CN3CCC(C(N)=O)CC3)n2Cc2ccccc2F)n(C)c1=O | 1 | 10 | -9 | 1 | -13

No. | S1P4 agonist | p97 inhibitor | NPY-Y1 antag | eIF4E-4G inh
41 | 3.2 | 4 | -4 | 0
42 | -0.5 | 2 | -3 | -13
43 | 0.8 | 1 | -1 | 1
44 | -2.9 | 3 | -4 | 12
45 | 0.3 | 1 | -2 | 0
46 | 0.7 | 0 | 7 | 3
47 | 0.8 | 7 | 6 | 1
48 | 1.1 | 0 | 1 | 3
49 | 0.2 | -3 | 2 | -14
50 | -0.5 | -2 | 0 | 12
51 | -1.6 | 8 | 8 | 1[fluorescence artefact?]
52 | 1.7 | 2 | 1 | -2
53 | -1.5 | -2 | 4 | 1

Only part of the results is shown, so the mix of outcomes need not match the whole.
